Bioassay records: PubChem BioAssay, National Center for Advancing Translational Sciences (NCATS)
G9a block – G9a (human) methyltransferase inhibition. Q96KQ7. G9a H3K9 monomethylation, AlphaScreen, 2 h. Potency, µM (top dose mostly 102 µM), inactives show at the highest dose activity, negative = inhibition, hits mostly inhibitors. 8.8% of 350,000 active. AID 504332; also: potency is read from the fitted curve at half-maximal effect; % is scaled to controls: 0 for no effect and ±100 for the full control effect; nearly all actives have a fitted effect of over 75% in size
Target sequence (Q96KQ7 913-1193 limits assumed): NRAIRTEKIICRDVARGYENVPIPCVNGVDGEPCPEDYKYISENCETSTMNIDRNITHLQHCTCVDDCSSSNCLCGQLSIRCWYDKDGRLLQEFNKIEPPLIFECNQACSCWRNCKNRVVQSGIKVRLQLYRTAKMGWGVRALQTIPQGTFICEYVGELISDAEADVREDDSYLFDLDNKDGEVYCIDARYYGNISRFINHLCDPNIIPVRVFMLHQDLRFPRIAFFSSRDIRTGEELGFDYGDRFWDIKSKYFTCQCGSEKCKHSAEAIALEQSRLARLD
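Chemiluminescent proximity detection of H3K9 monomethylation, read after 10 min bead incubation in the dark. Reaction: 20 nM G9a, 500 nM biotin-H3K9 peptide, 20 uM SAM cofactor, 2 h, room temperature, following 15 min enzyme-compound preincubation.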
PI4K2A inh – PI4K2A (human) kinase inhibition; Q9BTU6; purified PI4K2A, ADP-Glo luminescence, 1 h; stronger effect = lower value; activity change, negative = inhibition, % at 76.9 µM; 0.13% of 420,000 active; in the data active = activity change below about -50%; inconclusive = mostly about -30% to -49%;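 also: -100% = wells without enzyme as full effect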
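In this quantitative HTS, ADP production by PI4K2A was quantified luminescently after 1 h at ambient temperature; 100 microM adenosine served as plate-quality control.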
JMJD2A Tudor – inhibitors of human JMJD2A Tudor domain. O75164. AlphaScreen JMJD2A-Tudor / H3K4me3 peptide binding. Potency, µM (top dose mostly 114 µM), for inactives: top-dose activity change, negative = inhibition, hits mostly inhibitors. 4.4% of 390,000 active. AID 504339; also: potency is read from the fitted curve at half-maximal effect; % is scaled to controls: 0 for no effect and ±100 for the full control effect; nearly all actives have a fitted effect of over 50% in size
ERG-DNA inh – ERG Ets/DNA interaction inhibition | P11308 | fluorescence polarization, His-ERG Ets domain / labelled DNA | Potency, µM (top dose mostly 76.9 µM), inactives show top-dose FP activity, negative = inhibition, hits mostly inhibitors | 0.028% of 370,000 active; active = well fitted inhibition curve with a large enough effect in the polarisation, with a control signal flat; inconclusive = small, poorly fitted or top-dose-only effect, or effect the other way, or a change in a side signal; inactive = no such curve, though single readings can be large or run the other way; the % refers to the polarisation;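 also: polarization taken with two DNA probes labelled with fluorescein and Texas red; potency is read from the fitted curve at half-maximal effect; % of control where 0% means no effect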
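His-tagged ERG Ets domain (1 uM in the protein solution; 300mM KCl, 50mM Tris-HCl, 1mM EDTA, 1mM DTT, pH 7.5) received compound, then a probe mix of 5 nM fluorescein-DNA and 100nM Texas-615-DNA. Fluorescence polarization was read for both dyes.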
Pin1 inhibitor – blocks the human prolyl isomerase Pin1 | Q13526 | Pin1 FP peptide displacement, HiFluor488, 10 min | Potency, µM (highest dose often 115 µM), for the others: at the top dose activity, negative = inhibition, hits mostly inhibitors | 0.009% of 390,000 active; active = well fitted inhibition curve with a large enough effect in the polarisation, with a control signal flat, not every such curve was filed as active; inconclusive = small, poorly fitted or top-dose-only effect, or effect the other way, or a change in a side signal; inactive = no such curve, though single readings can be large or run the other way; the % refers to the polarisation; also: potency is read from the fitted curve at half-maximal effect; % is scaled to controls: 0 for no effect and ±100 for the full control effect
HP1b binding inh – HP1-beta chromodomain-methylated histone interaction inhibition | Potency, µM (doses to about 114 µM), without a hit: top-dose activity change, negative = inhibition, hits mostly inhibitors | AID 540317 | 0.56% of 390,000 active | P83916 | AlphaScreen HP1-beta / biotin-H3K9me3 peptide binding; also: potency is read from the fitted curve at half-maximal effect; nearly all actives have a fitted effect of over 70% in size; inactives centre near 23
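HP1-beta protein (50 nM final) preincubated 30 min at room temperature with biotinylated H3(1-18)K9me3 peptide (50 nM) in PBS pH 7.4, 0.01% Tween-20, then compound added for 30 min. AlphaScreen streptavidin donor/nickel chelate acceptor beads (10 ug/mL final), 30 min dark, luminescence read.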
BAZ2B inh – BAZ2B (human) inhibition. AID 504333. Potency, µM (top dose mostly 114 µM), inactives show at the top dose activity change, negative = inhibition, hits mostly inhibitors. Q9UIF8. AlphaScreen BAZ2B-H3K14Ac peptide displacement. 4.4% of 360,000 active; also: potency is read from the fitted curve at half-maximal effect; % is scaled to controls: 0 for no effect and ±100 for the full control effect; nearly all actives have a fitted effect of over 60% in size
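BAZ2B 50 nM plus b-H3(5-23)K14Ac 50 nM, PBS pH 7.4/0.01% Tween-20, 30 min RT; compound added (max 110 uM), 30 min RT; streptavidin donor/Ni-chelate acceptor beads 10 ug/mL final, 20 min dark; AlphaScreen read.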
Tb PGK inh – T. brucei PGK inhibition | Potency, µM (doses to about 57.5 µM), for inactives: at the top dose activity change, negative = inhibition, actives largely listed as inhibitors | AID 602233 | 0.043% of 380,000 active | PGK/GAPDH coupled, Kinase-Glo luminescence, 60 min | P07378; also: potency is read from the fitted curve at half-maximal effect; % is scaled to controls: 0 for no effect and ±100 for the full control effect; nearly all actives have a fitted effect of over 60% in size
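Recombinant glycosomal PGK reaction used 1,3-bisphosphoglycerate generated in-well by GAPDH (100nM final) in 100mM TEA pH 7.6, 5mM MgCl2, 0.01% Tween-20. After 60 minutes at room temperature, ATP was read by Kinase-Glo Plus luminescence end-point.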
GLS inh – glutaminase GLS (human) inhibition; O94925; GLS enzymatic activity, qHTS titration; Potency, µM (series often up to 45.5 µM), inactives show at the highest dose activity change, negative = inhibition, usual class: inhibitors; 0.21% of 410,000 active; AID 624170; also: potency is read from the fitted curve at half-maximal effect; % is scaled to controls: 0 for no effect and ±100 for the full control effect
Target sequence (O94925 whole entry, looked up): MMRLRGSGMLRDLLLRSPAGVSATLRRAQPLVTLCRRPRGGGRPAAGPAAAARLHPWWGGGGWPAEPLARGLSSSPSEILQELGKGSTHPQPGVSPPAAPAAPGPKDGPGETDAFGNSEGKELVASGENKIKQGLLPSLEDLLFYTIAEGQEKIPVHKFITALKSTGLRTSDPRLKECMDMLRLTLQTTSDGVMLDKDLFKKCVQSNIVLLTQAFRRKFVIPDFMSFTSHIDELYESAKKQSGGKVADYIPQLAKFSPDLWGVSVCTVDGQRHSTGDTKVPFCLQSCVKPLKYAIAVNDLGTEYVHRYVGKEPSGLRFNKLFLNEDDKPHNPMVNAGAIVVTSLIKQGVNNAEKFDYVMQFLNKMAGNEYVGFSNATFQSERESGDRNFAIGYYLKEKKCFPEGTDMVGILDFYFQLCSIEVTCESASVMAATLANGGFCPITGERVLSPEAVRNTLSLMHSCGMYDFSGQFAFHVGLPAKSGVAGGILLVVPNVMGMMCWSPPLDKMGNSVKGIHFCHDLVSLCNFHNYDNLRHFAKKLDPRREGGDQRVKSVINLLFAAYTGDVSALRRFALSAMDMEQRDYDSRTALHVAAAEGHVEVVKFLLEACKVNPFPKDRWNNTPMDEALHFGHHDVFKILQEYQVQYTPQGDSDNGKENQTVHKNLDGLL
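Compounds were pin-transferred onto hKGA, after which L-glutamine (1 mM solution) and a detection mix of glutamate oxidase, HRP and Amplex Red were added. Initial and 30 min RT fluorescence reads were collected.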
An asterisk follows results filed as active; i = inactive; u = inconclusive; x = not tested or not shown; & = joins results of further samples; [ ] = remark or other dose. Unless noted, calls follow the shape of the dose curve; as a rule, active = well fitted curve in the direction sought with a large enough effect; inconclusive = small, poorly fitted or top-dose-only effect, or another doubt; inactive = no such curve, though single readings can be large; an effect the other way counts as inactive or inconclusive.

mol	G9a block	PI4K2A inh	JMJD2A Tudor	ERG-DNA inh	Pin1 inhibitor	HP1b binding inh	BAZ2B inh	Tb PGK inh	GLS inh
Cc1ccc(S(=O)(=O)N2CCN(C(=O)c3ccc(-n4cncn4)c([N+](=O)[O-])c3)CC2)cc1C	4%[0.501 µM]	-1	-33%	-3%	5%	7%	-2%	-3%	5%
COC1=C/C(=C/c2c(N)n3nc(CC(=O)N4CCCCC4)sc3nc2=O)C=CC1=O	u	-5	-13%	17%	59%[activator]	20%	-22%	-7%	u
CC(=O)NNc1ccc(C(F)(F)F)cc1[N+](=O)[O-]	-30%[59 µM]	0	-15%	x	1%	25%	-2%	x	31%[activator]
COc1ccccc1NC(=O)NCC1(N(C)C)CCCCC1	9%	-6	-21%	2%	-6%	13%	-1%	i	-1%
O=C(N/N=C/c1ccco1)c1cc(-c2cccc3ccccc23)n[nH]1	28%[0.501 µM]	7	u	-6%	0%	-15%	u	5%	4%
N#Cc1ccccc1NC(=O)Nc1cccs1	5%[12.7 µM]	-1	0%	8%	10%	43%[activator]	4%	2%	1%
CCc1ccc2[nH]c(=O)c(CN(CCCN3CCOCC3)C(=O)Nc3ccccc3)cc2c1	7%[2.33 µM]	2	-8%	3%	2%	10%	-3%	-2%	7%
CCOc1cc(C(c2c(C)[nH][nH]c2=O)c2c(C)[nH][nH]c2=O)ccc1OC(=O)c1cccc([N+](=O)[O-])c1	3.5µM*	-10	u	8%	2%	-14%	-36%	-7%	56%[activator]
COc1cc(/C=N/NC(N)=O)cc(Br)c1OCc1ccc(C)cc1	6%[12.7 µM]	-2	-3%	-8%	6%	21%	6%	7%	12%
CC1(C)Cc2[nH]c(=S)c(C#N)cc2CO1	0.71µM*	-3	6.3µM*	3%	-3%	-19%	25µM*	14%	-2%
O=C(c1cnccn1)N1CCc2c([nH]c3ccccc23)C1c1cccc(Cl)c1 (stereo unspecified)	u	1	u	8%	0%	4%	u	3%	0%
CCc1cccc(C)c1NC(=O)C(C)Sc1nc2c(c(=O)[nH]1)CCCC2 (stereo unspecified)	-2%[59 µM]	0	-3%	-4%	1%	23%	-7%	x	0%
CON(C)C(=O)CCC1CCCN1C(=O)OC(C)(C)C (stereo unspecified)	x	-4	1%	2%	-2%	36%	x	-6%	0%
O=C(N/C(=C/c1cccc([N+](=O)[O-])c1)C(=O)N1CCCC1)c1ccccc1	11%	-19	0%	-11%	-9%	21%	0%	i	2%
O=C(c1ccccc1)c1ccc(C(=O)N2CCN(c3ccc(F)cc3)CC2)o1	u	-2	u	2%	-8%	-22%	-33%	6%	24%
Cc1ccc(Cn2c(CNC(=O)Cc3cccc([N+](=O)[O-])c3)nc3cccnc32)cc1	-2%[59 µM]	2	-1%	2%	-8%	6%[57 µM]	-6%	9%	3%
CCN(CC(=O)Nc1ccc(NC(C)=O)cc1)C(=O)/C=C/c1ccc(S(=O)(=O)N2CCCCCC2)cc1	17%	-1	-16%	-3%	16%	19%	-3%	2%	-5%
Cc1cccc(N2CCN(CCCNC(=O)c3nnc(Cc4c(F)cccc4Cl)o3)CC2C)c1 (stereo unspecified)	-33%[59 µM]	2	u	-1%	8%	-13%	u	0%	15%
O=C(O)c1ccccc1-c1ccccc1C(=O)Nc1ccc2c(c1)[nH]c(=O)c1ccccc12	24%[0.501 µM]	6	-8%	11%	u	14%	-23%	-6%	0%
Cc1cc([N+](=O)[O-])cc(C)c1OCC(=O)N/N=C/c1ccc(OC(=O)c2ccccc2)cc1	u	-1	u	x	-2%	10%	u	i	7%
COc1cc(NC(=O)CC(c2ccc(C)cc2)N2Cc3ccccc3C2=O)cc(OC)c1 (stereo unspecified)	u	-2	-8%	15%	22%	44%	-23%	-5%	-5%
CC1CCCC(NC(=O)COC(=O)COc2ccc(Cl)cc2)C1C (stereo unspecified)	12%	6	-17%	-13%	-5%	34%	12%	0%	-4%
O=C(Nc1nc(-c2ccc([N+](=O)[O-])cc2)cs1)c1c(F)cccc1F	-31%	-1	-22%	0%	25%	14%	-16%	-1%	0%
CCN(C[C@H]1N[C@@](Cc2ccccc2)(C(=O)OC)[C@H]2C(=O)N(Cc3ccccc3)C(=O)[C@@H]12)S(=O)(=O)c1ccc(F)cc1	x	-3	-18%	3%	9%	48%[activator]	x	i	1%
COC(=O)c1cc(NC(=O)C23CCC(C)(C(=O)O2)C3(C)C)cc(C(=O)OC)c1 (stereo unspecified)	-32%[12.7 µM]	2	-7%	1%	-7%	31%	12%	-4%	9%
Cc1cccc2cc(/C=N/NC(=O)c3ccncc3)c(Cl)nc12	10%[12.7 µM]	-6	-12%	12%	-22%	40%[activator]	-10%	-5%	0%
COC(=O)CC(=O)N1CCN(c2ccc(Cl)c(Cl)c2)CC1	-31%	-6	-19%	-3%	1%	51%[activator]	-37%	-2%	-4%
O=[N+]([O-])c1ccc(Nc2ccc(F)cc2)nc1	-5%[59 µM]	3	-19%	2%	-3%	22%	-29%	-1%	8%
Clc1ccc(-c2nnc3n2-c2ccccc2SC3)cc1	4%[59 µM]	-3	-11%	28%	0%	21%	-3%	-10%	0%
O=S(=O)(c1ccc(F)cc1)N1CCN(S(=O)(=O)c2ccc3c(c2)OCCO3)CC1	x	7	-5%&-4%	x	1%&-4%	42%[activator]	x	-4%	-10%
CCOc1ccc(S(=O)(=O)N2CCN(c3cc(Cl)ccc3Cl)CC2)c2ccccc12	-32%[59 µM]	0	-1%	1%	49%[activator]	19%	-9%	0%	4%
Cc1cc(C)c2cc(CN(Cc3ccco3)C(=O)NCc3ccccc3)c(=O)[nH]c2c1	u	-5	u	11%	30%	0%	u	-3%	-2%
N#CCCCN1C(=O)C(=C(C#N)C#N)c2ccccc21	u	2	-25%	13%	-3%	41%[activator]	-29%	-1%	3%
COc1cc(C(=O)NNC(=O)c2ccc(F)cc2)ccc1OCC(=O)N1CCOCC1	41%[12.7 µM]	-8	1%	-4%	-1%	40%	-1%	4%	10%
O=C(O)CCc1ccc(-c2cccs2)n1NC(=O)c1ccc(Cl)cc1Cl	56µM*	2	-30%	3%	-2%	-2%	-37%	-12%	16%
CC1(C)CC(=O)C(C(O)c2cccc([N+](=O)[O-])c2)C(C)(C)N1 (stereo unspecified)	5%	-3	-20%	-8%	-8%	27%	-7%	-7%	-5%
COC(=O)c1ccc(CO/N=C2\CCCc3nonc32)cc1	56%[activator]	1	15%	-1%	9%	46%[activator]	3%	-2%	1%
Cc1noc(C)c1C(=O)OCC(=O)NC1CCCCC1C (stereo unspecified)	-9%	1	-5%	7%	3%	25%	-4%	-10%	-13%
COc1cccc(C(=O)NC2CCCc3ccccc32)c1 (stereo unspecified)	-1%	1	-1%	-11%	-8%	19%	-20%	-3%	-6%
Cn1c(=O)n(C)c2cc(S(=O)(=O)Nc3cc(Cl)ccc3O)ccc21	-32%	-4	-17%	0%	5%	9%	-29%	13%	3%
CCOc1ccccc1C=NNC(=O)CCCCC(=O)NN=Cc1ccccc1OCC	x	1	-3%	12%	1%	39%	x	1%	-5%
CN(Cc1ccccc1)C(=O)COC(=O)/C=C/c1ccc2c(c1)OCO2	x	-1	-20%	21%	-1%	14%	x	8%	11%
O=C(COc1ccccc1)Nc1ccc(-c2nnc(-c3ccco3)o2)cc1	33%[12.7 µM]	-8	-11%	4%	7%	14%	7%	5%	3%
C=CCNCCCOc1ccc(C(C)(C)c2ccccc2)cc1	10µM*	5	1.6µM*	-3%	10%	u	40µM*	-2%	-3%
CC(C)(C)NC(=O)COc1ccc2oc3c(c2c1)CCCC3	u	2	4%	-6%	0%	6%	-4%	-5%	-1%
COc1ccc(N2CCN(C(c3ccccc3OC)c3nnnn3Cc3ccco3)CC2)cc1 (stereo unspecified)	u	-8	50µM*	-2%	-6%	-47%	40µM*	11%	25%
COc1ccccc1N1CC(C(=O)OCc2nc(N)nc(Nc3ccccc3)n2)CC1=O (stereo unspecified)	u	7	-22%	-1%	0%	27%	1%	i	-2%
O=C1CC(NS(=O)(=O)c2cccnc2)CN1c1ccccc1 (stereo unspecified)	1%	-1	-13%	0%	-5%	-12%	-2%	i	-3%
CCc1nnc(NC(=O)c2nc(SC)ncc2Cl)s1	3%[59 µM]	0	-14%	0%	-7%	61%[activator]	7%	-2%	-2%
COCCOC(=O)c1[nH]c2c(c1C)C(=O)CC(c1cc(OC)c(OC)c(OC)c1)C2 (stereo unspecified)	-4%	3	-13%	2%	-4%	60%[activator]	2%	i	0%
Cn1c(Cc2cccc3ccccc23)nnc1SCc1ccc([N+](=O)[O-])cc1	10µM*	0	u	1%	2%	-8%	-39%	-10%	4%

Whole records as entered above. Order of values: G9a block, PI4K2A inh, JMJD2A Tudor, ERG-DNA inh, Pin1 inhibitor, HP1b binding inh, BAZ2B inh, Tb PGK inh, GLS inh
CCc1cccc(C)c1NC(=O)C(C)Sc1nc2c(c(=O)[nH]1)CCCC2 (stereo unspecified) as listed: -2%[59 µM], 0, -3%, -4%, 1%, 23%, -7%, x, 0%
O=C(c1ccccc1)c1ccc(C(=O)N2CCN(c3ccc(F)cc3)CC2)o1 as listed: u, -2, u, 2%, -8%, -22%, -33%, 6%, 24%

Compounds were not picked by outcome (roughly 11% active in at least one column).
